# a7 integrin act – activates integrin-mediated alleviation for muscular dystrophy. Potency, µM (highest dose often 38.3 µM), inactives show top-dose activation, most hits filed as activators. hit rate 0.064% among 350,000. AID 624291. alpha7betagal myoblasts, beta-gal FDG fluorescence, 48 h;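 note: potency is the fitted concentration of half-maximal effect; 100% = response of the positive control SU9516; nearly all actives have a fitted effect of over 60% in size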
#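 Alpha7betagal+/- myoblasts (passage 13) were plated 16-24 hr, then exposed to compounds (1:260 dilution of DMSO stock) for 48 hours at 37C. After MPER lysis, β-galactosidase reporter activity was read as FDG fluorescence (ex 480/em 540) after 30 minutes.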
# TCR act – activators of T cell receptors; primary human leukocytes, anti-CD3, IL-2 HTRF, 48 h; Potency, µM (titrated, usually from 9.22 µM), for the others: at the top dose activation of IL-2 secretion, hits mostly activators; 330,000 tested, under 10 active; AID 504894; note: % of control where 0% means no effect
#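 IL-2 release read by HTRF sandwich (Eu cryptate donor, d2 acceptor, 665 nm emission) after 48 hr exposure of primary human leukocytes to compound together with anti-CD3 beads in the absence of co-stimulatory signals.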
# CXXC DNA block – inhibitors of human MLL CXXC domain-DNA interaction | AID 2662 | Q03164 | MLL-CXXC / FITC-HOXA9 DNA fluorescence polarization | hit rate 0.037% among 290,000 | Potency, µM (series often up to 115 µM), without a hit: at the highest dose activity change, negative = inhibition, most hits filed as inhibitors; active = well fitted inhibition curve with a large enough effect in the polarisation, with a control signal flat, not every such curve was filed as active; inconclusive = small, poorly fitted or top-dose-only effect, or effect the other way, or a change in a side signal; inactive = no such curve, though single readings can be large or run the other way; the % refers to the polarisation; note: potency is the fitted concentration of half-maximal effect
#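 Steps: dispense CXXC domain solution (7 uM) → pin compounds or unlabeled HOX-A9 DNA control → 5 min ambient → add FLSN-HOX-A9 solution (50 nM) → spin → 30 min ambient → fluorescence polarization. Tris pH 7.5/NaCl/DTT/BSA buffer.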
# S-ASM inh – human S-ASM enzyme inhibition; Potency, µM (doses to about 57.5 µM), without a hit: at the top dose activity change, negative = inhibition, usual class: inhibitors; placental ASM, HMU-PC fluorogenic substrate, 60 min; hit rate 0.006% among 340,000; P17405; note: potency is the fitted concentration of half-maximal effect
#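 qHTS format. ASM enzyme prepared from human placenta hydrolyses the fluorogenic substrate HMU-PC0 (9 uM final) over 60 min at 37 °C after a 10 min compound preincubation.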
# TSHR antagonist – human thyrotropin receptor antagonism; P16473; TSHR-expressing cells, TSH-stimulated cAMP HTRF, 2 h; stronger effect = lower value; activity change, negative = inhibition, % at 11.5 µM; hit rate 0.2% among 330,000;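 active = activity change below a set negative limit, meaning inhibition stronger than a set level, cut at about -70% in these data; inconclusive = activity change between two set negative limits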; note: % is set by controls: 0 for no effect and ±100 for the full control effect
#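 Inhibition of cAMP made by TSHR-expressing cells under TSH stimulation (4nM final, EC80; 2 h, 37 deg C) is quantified with a one-step lysis HTRF kit, anti-cAMP cryptate versus cAMP-d2.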
# A-T KAP1 phos – potential ataxia-telangiectasia treatments restoring KAP-1 phosphorylation; […] A-T fibroblasts, KAP-1 phosphorylation AlphaLISA; neocarzinostatin DNA damage 30 min before lysis; Potency, µM (titrated, usually from 57.5 µM), inactives show at the highest dose activation, most hits filed as activators; hit rate 0.19% among 320,000; note: potency is the fitted concentration of half-maximal effect; % of control where 0% means no effect; nearly all actives have a fitted effect of over 45% in size
#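 hTERT-immortalized A-T patient fibroblasts ([…]), 500 cells/well in OPTI-MEM, 1% FBS, got compounds for 60 min, then NCS for 30 min at 37C. Lysates were then assayed for phospho-KAP-1 by AlphaLISA (anti-pKAP1 donor, anti-KAP1 acceptor beads), 6 hr at 25C.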
# MBNL1 CUG block – blocks human MBNL1 binding to CUG repeat RNA; Q9NR56; TR-FRET MBNL1-His/biotin-(CUG)12 binding, 665/545 ratio; Potency, µM (doses to about 57.5 µM), for inactives: at the highest dose activity change, negative = inhibition, usual class: inhibitors; hit rate 0.036% among 280,000; AID 2675; active = well fitted inhibition curve with a large enough effect in the signal ratio, with a control signal flat, not every such curve was filed as active; inconclusive = small, poorly fitted or top-dose-only effect, or effect the other way, or a change in a side signal; inactive = no such curve, though single readings can be large or run the other way; the % refers to the signal ratio; note: potency is the fitted concentration of half-maximal effect; % is set by controls: 0 for no effect and ±100 for the full control effect
# Target sequence (Q9NR56 whole entry, looked up): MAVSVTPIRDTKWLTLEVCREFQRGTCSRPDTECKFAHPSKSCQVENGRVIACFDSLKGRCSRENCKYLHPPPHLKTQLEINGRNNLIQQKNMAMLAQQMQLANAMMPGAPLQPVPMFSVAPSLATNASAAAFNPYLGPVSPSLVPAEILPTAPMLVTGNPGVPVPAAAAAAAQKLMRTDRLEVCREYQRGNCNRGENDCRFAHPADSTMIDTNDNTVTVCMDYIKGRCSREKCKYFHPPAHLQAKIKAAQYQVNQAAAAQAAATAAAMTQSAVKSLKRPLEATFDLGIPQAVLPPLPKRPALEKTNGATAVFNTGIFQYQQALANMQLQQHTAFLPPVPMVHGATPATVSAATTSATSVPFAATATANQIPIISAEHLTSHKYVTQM
#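 Compounds (final 92 nM to 58 uM) are added to His-tagged MBNL1 and biotin-(CUG)12, then terbium anti-His antibody and streptavidin-XL665 (5 nM final). After 60 min at room temperature, the 665/545 nm ratio is read.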
# Menin-MLL TR inh – menin-MLL binding inhibition, Texas Red mutant peptide; hit rate 0.23% among 270,000; Menin + Texas Red MLL mutant peptide, fluorescence polarization; AID 1768; Potency, µM (doses to about 61.6 µM), without a hit: top-dose FP activity change, negative = inhibition, usual class: inhibitors; O00255; active = well fitted inhibition curve with a large enough effect in the polarisation, with a control signal flat, not every such curve was filed as active; inconclusive = small, poorly fitted or top-dose-only effect, or effect the other way, or a change in a side signal; inactive = no such curve, though single readings can be large or run the other way; the % refers to the polarisation; note: potency is the fitted concentration of half-maximal effect; % of control where 0% means no effect; many of its hits are not listed in these tables
# Mito fusion yeast – blocks mitochondrial division or promotes mitochondrial fusion; S. cerevisiae fusion-defective mutant growth rescue, CellTiterGlo 48 h; Potency, µM (top dose mostly 46.1 µM), for the others: top-dose growth rescue (activation), most hits filed as activators; hit rate 0.23% among 320,000; AID 485298;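 note: potency is the fitted concentration of half-maximal effect; % of control where 0% means no effect; nearly all actives have a fitted effect of over 45% in size; temperature-sensitive fusion mutants such as fzo1-1 at 37 °C on non-fermentable ethanol glycerol medium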
#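 Compounds are tested for their ability to restore growth of mitochondrial fusion-defective yeast strains at non-permissive 37C in YPEG medium over 48 hours. Viability is quantified by luciferase luminescence.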
# TSG101-PTAP inh – blocks PTAP/TSG101 interaction to inhibit HIV-1 budding; AID 493005; 340,000 tested, under 10 active; Fluorescence polarization, FITC-PTAP peptide / Tsg101 binding; Q99816; Potency, µM (highest dose often 115 µM), for the others: at the top dose activity change, negative = inhibition, hits mostly inhibitors; active = well fitted inhibition curve with a large enough effect in the main read-out, with a control signal flat, not every such curve was filed as active; inconclusive = small, poorly fitted or top-dose-only effect, or effect the other way, or a change in a side signal; inactive = no such curve, though single readings can be large or run the other way; note: potency is the fitted concentration of half-maximal effect; % of control where 0% means no effect
# Target sequence (Q99816 whole entry, looked up): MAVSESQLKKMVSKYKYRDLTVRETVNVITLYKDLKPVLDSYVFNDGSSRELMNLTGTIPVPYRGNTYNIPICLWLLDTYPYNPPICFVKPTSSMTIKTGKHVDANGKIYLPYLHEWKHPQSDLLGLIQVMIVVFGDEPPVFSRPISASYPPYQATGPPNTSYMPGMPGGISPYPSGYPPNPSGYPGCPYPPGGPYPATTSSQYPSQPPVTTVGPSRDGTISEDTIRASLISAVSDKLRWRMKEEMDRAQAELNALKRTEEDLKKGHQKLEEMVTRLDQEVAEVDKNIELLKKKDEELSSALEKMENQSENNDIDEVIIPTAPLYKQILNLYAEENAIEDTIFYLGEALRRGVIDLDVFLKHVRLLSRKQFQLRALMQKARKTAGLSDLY
#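 Fluorescence anisotropy tracks displacement of a FITC-tagged PTAP peptide (50 nM) from the Tsg101 binding domain (10 uM), following a 20 min room-temperature incubation at pH 7.5.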
# Numbers without * were called inactive; ? = inconclusive; . = no result given; [ ] = another dose, or the depositor's remark. Unless noted, calls come from the whole dose curve; as a rule, active = well fitted curve in the direction sought with a large enough effect; inconclusive = small, poorly fitted or top-dose-only effect, or another doubt; inactive = no such curve, though single readings can be large; an effect the other way counts as inactive or inconclusive.
compound,TSHR antagonist,A-T KAP1 phos,a7 integrin act,MBNL1 CUG block,Mito fusion yeast,CXXC DNA block,Menin-MLL TR inh,TSG101-PTAP inh,TCR act,S-ASM inh
COc1ccc(OC)c(-c2csc(CCn3nc(C)cc3C)n2)c1,-13,22%,-37%,-7%,-5%,17%,-6%,0%,-11%,-1%
Cn1c(Cn2c(=O)sc3ccccc32)nnc1SCC(=O)Nc1cccc(Cl)c1,-1,-3%,-14%,?,-3%,2%,13%,1%,-5%[46.1 µM],3%
CN(CC(=O)Nc1cccc(F)c1)CC(=O)Nc1ccccc1Oc1ccccc1,-5,9%,1%,10%,9%,-3%,5%,-5%,0%,-9%
CN1C(=S)SC(/[N+]([O-])=C/c2cccnc2)C1(C)C (stereo not drawn),4,0%,2%,6%,1%,-1%,-2%,-5%,2%,0%
CC(C)c1ccc(N=c2c([N+](=O)[O-])nn(-c3ccc4c(c3)OCCO4)n2O)cc1,?,-1%,-6%,?,4%,-4%,?,-15%,.,-22%
Clc1ccc(C2=NNC(=NCC3CCCO3)SC2)cc1 (stereo not drawn),8,-10%,-23%,2%,3%,6%,2%,0%,10%[46.1 µM],-3%
CC(C)(C)c1nc(Sc2ccc([N+](=O)[O-])cn2)n[nH]1,-28,-7%,-18%,?,1%,-5%,.,0%,-1%,-1%
CCOc1ccc(N(CC(=O)NC2CCCC2)C(=O)CSc2nnc(COc3ccccc3)o2)cc1,-9,.,-8%,-1%,-2%,-8%,?,-6%,-3%,-9%
Cc1ccc(C)c(NC(=O)CN(C)C(=O)c2cccc(S(=O)(=O)N(C)C)c2)c1,7,-3%,9%,-4%,1%,2%,1%,-5%,-1%,1%
COC(=O)c1ccccc1NC(=O)CSc1ncccn1,1,46%,-6%,0%,-1%,11%,.,0%,-2%,-4%
Cc1nc(Nc2ccccc2O)c2oc3ccccc3c2n1,-8,-11%,33%,-6%,-8%,-7%,?,-1%,-3%,-14%
O=C(CNS(=O)(=O)c1ccccc1)N/N=C/c1ccccc1[N+](=O)[O-],2,-17%,8%,?,-9%,17%,-8%,-5%,4%,1%
CCn1c(=O)c(C)nn2c3ccccc3nc12,-11,5%,2%,4%,-1%,6%,-2%,0%,-4%,-5%
COc1cc2ccccc2cc1C(=O)NCC(c1cccs1)N(C)C (stereo not drawn),-9,12%,-17%,2%,6%,-6%,?,-1%,3%,1%
COc1ccc(/C(N)=N/OC(=O)Cc2ccccc2[N+](=O)[O-])cc1,3,-7%,16%,27%,27%,2%,21%,0%,1%[46.1 µM],0%
O=c1[nH]cc(S(=O)(=O)N2CCCc3ccccc32)c(=O)[nH]1,7,-7%,4%,.,-1%,.,.,-8%,-7%,-1%
CC1=NN(c2ccccc2)C(=O)/C1=C\c1cn(CCC#N)nc1-c1ccc(Cl)cc1,-13,-5%,2%,-3%,-9%,-14%,15%,1%,-7%[46.1 µM],-26%

# 3 entries already listed, arranged by length of the SMILES, smallest number first:
compound,TSHR antagonist,A-T KAP1 phos,a7 integrin act,MBNL1 CUG block,Mito fusion yeast,CXXC DNA block,Menin-MLL TR inh,TSG101-PTAP inh,TCR act,S-ASM inh
COc1ccc(/C(N)=N/OC(=O)Cc2ccccc2[N+](=O)[O-])cc1,3,-7%,16%,27%,27%,2%,21%,0%,1%[46.1 µM],0%
Cn1c(Cn2c(=O)sc3ccccc32)nnc1SCC(=O)Nc1cccc(Cl)c1,-1,-3%,-14%,?,-3%,2%,13%,1%,-5%[46.1 µM],3%
CC(C)c1ccc(N=c2c([N+](=O)[O-])nn(-c3ccc4c(c3)OCCO4)n2O)cc1,?,-1%,-6%,?,4%,-4%,?,-15%,.,-22%

# Part of the list above, with values under each structure:
# Fields: TSHR antagonist, A-T KAP1 phos, a7 integrin act, MBNL1 CUG block, Mito fusion yeast, CXXC DNA block, Menin-MLL TR inh, TSG101-PTAP inh, TCR act, S-ASM inh
> CC(C)c1ccc(N=c2c([N+](=O)[O-])nn(-c3ccc4c(c3)OCCO4)n2O)cc1
    ?, -1%, -6%, ?, 4%, -4%, ?, -15%, ., -22%
> Clc1ccc(C2=NNC(=NCC3CCCO3)SC2)cc1 (stereo not drawn)
    8, -10%, -23%, 2%, 3%, 6%, 2%, 0%, 10%[46.1 µM], -3%
> CC(C)(C)c1nc(Sc2ccc([N+](=O)[O-])cn2)n[nH]1
    -28, -7%, -18%, ?, 1%, -5%, ., 0%, -1%, -1%
> CCOc1ccc(N(CC(=O)NC2CCCC2)C(=O)CSc2nnc(COc3ccccc3)o2)cc1
    -9, ., -8%, -1%, -2%, -8%, ?, -6%, -3%, -9%
> Cc1ccc(C)c(NC(=O)CN(C)C(=O)c2cccc(S(=O)(=O)N(C)C)c2)c1
    7, -3%, 9%, -4%, 1%, 2%, 1%, -5%, -1%, 1%
> COC(=O)c1ccccc1NC(=O)CSc1ncccn1
    1, 46%, -6%, 0%, -1%, 11%, ., 0%, -2%, -4%
> Cc1nc(Nc2ccccc2O)c2oc3ccccc3c2n1
    -8, -11%, 33%, -6%, -8%, -7%, ?, -1%, -3%, -14%
> O=C(CNS(=O)(=O)c1ccccc1)N/N=C/c1ccccc1[N+](=O)[O-]
    2, -17%, 8%, ?, -9%, 17%, -8%, -5%, 4%, 1%
> CCn1c(=O)c(C)nn2c3ccccc3nc12
    -11, 5%, 2%, 4%, -1%, 6%, -2%, 0%, -4%, -5%

# Source: PubChem (National Center for Advancing Translational Sciences (NCATS))

# A portion of the library. The share of hits here may be higher or lower than overall.
